# Compound activity from PubChem.
# DAX1 inh-1 = DAX1 (NR0B1) inhibition, primary screen. AID 652010. 1.1% of 370,000 active. HEK293T StAR-luciferase reporter, SF-1/DAX-1 repression relief. inhibition, % at 6.8 µM;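 active = inhibition above the mean over all tested compounds plus 3 SD, cut at about 3.6% in these data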;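 also: 0% = DAX-1 cells with DMSO and 100% = cells lacking DAX-1 with DMSO; higher inhibition means more luminescence from relief of DAX-1 repression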
# MBD2 inh = inhibitors of human MBD2 binding to methylated oligonucleotide; Q9UBB5; TR-FRET; 0.31% of 370,000 active; inhibition, % at 4.4 µM; AID 686964; in the data active = inhibition above about 13%
# Target sequence (Q9UBB5 whole entry, looked up): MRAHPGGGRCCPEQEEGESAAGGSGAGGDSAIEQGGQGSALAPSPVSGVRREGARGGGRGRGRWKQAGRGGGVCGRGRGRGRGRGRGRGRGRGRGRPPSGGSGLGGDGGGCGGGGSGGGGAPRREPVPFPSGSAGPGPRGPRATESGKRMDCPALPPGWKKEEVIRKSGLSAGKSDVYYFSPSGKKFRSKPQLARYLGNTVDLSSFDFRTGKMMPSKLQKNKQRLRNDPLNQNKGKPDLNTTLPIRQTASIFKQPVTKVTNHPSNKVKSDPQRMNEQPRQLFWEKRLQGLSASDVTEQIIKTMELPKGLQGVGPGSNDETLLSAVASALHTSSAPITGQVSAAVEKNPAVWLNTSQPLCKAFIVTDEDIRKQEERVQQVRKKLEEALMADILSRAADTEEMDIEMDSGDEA
# hcDAF-12 act = activators of H. contortus DAF-12 nuclear receptor | activation, % at 6.8 µM | HEK293 hcDAF-12 lit1-tk-luc reporter, luminescence; 0% DMSO, 100% Δ7-dafachronic acid | 1.4% of 370,000 active;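 active = activation above the mean of all tested compounds plus 3 SD, cut at about 5.5% in these data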;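 also: 100% = response to 3 µM Δ7-dafachronic acid high control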
# PLCb3 inh = inhibitors of human phospholipase C beta3 | Purified PLC-beta3, fluorogenic substrate, fluorescence | inhibition, % at 12.2 µM | 0.18% of 370,000 active | AID 720704; in the data active = inhibition above about 11%;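 also: 0% = median of compound wells on plate and 100% = full blocker control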
# SMARCA2 activ = increases SMARCA2 function in MMTV reporter cells; activation, % at 9.1 µM; 1% of 370,000 active; AID 652017; MG213 cells, MMTV-luciferase reporter, dexamethasone, overnight; in the data active = activation above about 7.8%;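 also: 0% = vehicle wells and 100% = reference activator wells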
# NR1D1 modulator = modulates human Rev-erb alpha binding to DNA. P20393. Rev-erbα–FITC-DNA binding, fluorescence polarization, 90 min. activity, % at 10 µM. 0.79% of 370,000 active;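 active = activity above about 14%, limit read from the data; passing the limit was not always enough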;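 also: 0% = DMSO wells with 35 nM protein and 100% = DMSO wells with 750 nM protein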
# Target sequence (P20393 whole entry, looked up): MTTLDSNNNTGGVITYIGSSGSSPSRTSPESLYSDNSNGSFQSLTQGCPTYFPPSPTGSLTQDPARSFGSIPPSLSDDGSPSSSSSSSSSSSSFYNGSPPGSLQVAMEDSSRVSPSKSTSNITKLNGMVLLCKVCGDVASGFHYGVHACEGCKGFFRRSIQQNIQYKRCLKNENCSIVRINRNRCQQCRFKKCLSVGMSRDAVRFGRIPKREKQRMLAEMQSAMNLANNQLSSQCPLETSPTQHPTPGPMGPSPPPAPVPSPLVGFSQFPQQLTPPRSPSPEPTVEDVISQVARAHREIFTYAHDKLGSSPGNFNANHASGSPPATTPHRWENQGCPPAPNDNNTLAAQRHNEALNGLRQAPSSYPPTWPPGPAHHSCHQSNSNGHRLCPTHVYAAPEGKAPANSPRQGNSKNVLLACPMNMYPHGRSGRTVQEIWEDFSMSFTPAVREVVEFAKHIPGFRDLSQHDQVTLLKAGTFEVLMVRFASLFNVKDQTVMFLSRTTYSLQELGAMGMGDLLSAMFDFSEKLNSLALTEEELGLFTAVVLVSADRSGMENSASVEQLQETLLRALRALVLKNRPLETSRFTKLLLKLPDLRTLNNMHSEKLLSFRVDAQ
# DAX1 inh-2 = NR0B1 (DAX1) inhibition; inhibition, % at 6.75 µM; AID 504766; 0.99% of 340,000 active; P51843; HEK293 Gal4-DAX1 luciferase reporter, luminescence;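 active = inhibition above the mean over all tested compounds plus 3 SD, cut at about 4.2% in these data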;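 also: 0% = DAX1-transfected cells with DMSO and 100% = empty-vector control cells with DMSO; inhibition shows as a rise in luminescence from relieved DAX1 repression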
# PLC-gamma1 inh = PLC-gamma1 (human) inhibition, primary screen; 0.84% of 370,000 active; AID 720700; inhibition, % at 12.2 µM; purified PLC-gamma1, fluorogenic substrate, fluorescence; P19174; in the data active = inhibition above about 9.5%
# hgDAF12 agonist = agonists of H. glycines DAF-12 nuclear receptor | HEK293 GAL4-hgDAF12 UAS-luciferase reporter, agonist luminescence; normalized to butyrate control | activation, % at 6.8 µM | 1.8% of 370,000 active | AID 687014;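 active = activation above a cutoff set at the mean of all screened compounds plus 3 SD, cut at about 10% in these data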;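 also: 0% = DMSO wells and 100% = sodium butyrate wells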
# ADAM17 inh = ADAM17 inhibition, QFRET primary screen | AID 720648 | P78536 | recombinant ADAM17, EDANS/DABCYL FRET peptide cleavage | inhibition, % at 6.95 µM | 0.83% of 370,000 active;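 active = inhibition above the mean of compounds lying between control limits plus 3 SD, set per campaign, cut at about 8.5% in these data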;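 also: 0% = DMSO-only wells as the low control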
# ssDAF12 agonist = activators of S. stercoralis DAF-12 nuclear receptor. activation, % at 6.8 µM. HEK293 ssDAF-12/GRIP1 lit1-tk-luc reporter, luminescence; % of 3 µM dafachronic acid response. 1% of 370,000 active;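 active = activation above the mean over all tested compounds plus 3 SD, cut at about 0.9% in these data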;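 also: 0% = DMSO-only wells and 100% = 3 µM delta7-dafachronic acid wells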
# Numbers without * were called inactive; . = no result given. Rows were taken by chance (roughly 7.4% active in at least one column).
SMILES,DAX1 inh-1,MBD2 inh,hcDAF-12 act,PLCb3 inh,SMARCA2 activ,NR1D1 modulator,DAX1 inh-2,PLC-gamma1 inh,hgDAF12 agonist,ADAM17 inh,ssDAF12 agonist
O=C(Oc1cccnc1)c1ccccc1[N+](=O)[O-],0.0,-8,-2.0,1,1,3,1.3,-2,-1.3,1,-0.9
O=c1c([N+](=O)[O-])cccn1Cc1cccc(Br)c1,0.0,2,-0.7,-2,-2,-3,1.0,1,-0.6,-5,-1.4
O=C(O)c1ccccc1OCc1ccccc1Br,-0.1,2,0.1,-8,0,0,2.2,-2,1.7,-3,-1.6
Cc1cccc(NC(=O)COc2cccc3c2CCN(Cc2ccccc2)C3=O)c1C,-0.4,-1,-2.4,2,0,5,-1.1,7,-0.8,-1,-1.5
Cc1ncc([N+](=O)[O-])n1CC(=O)Nc1ccccc1,0.3,-1,-1.4,6,2,0,0.8,4,0.3,1,-1.9
Cn1cc([N+](=O)[O-])c(C(=O)NCc2ccco2)n1,0.2,0,-1.4,-3,-1,-5,0.2,1,-0.5,-4,-1.5
COc1cccc(/C=N/n2c(=S)n(C)c3ccccc32)c1OC,0.1,-2,-0.7,0,-4,-2,-1.6,3,-0.4,0,-0.6
Cc1ccc(-c2nc(C3CCCN(S(=O)(=O)c4ccc(C)c(C)c4)C3)no2)cc1 (stereo not given),3.2,-1,0.9,5,-1,-3,.,8,7.1,0,1.0*
CCOC(=O)Nc1ccc(N2CCOCC2)c(S(=O)(=O)N2CCOCC2)c1,0.5,4,-0.8,-4,1,-6,2.1,1,0.1,-1,-1.0
CC(C)c1[nH]nc2c1C(c1ccccc1)N(Cc1ccccc1)C2=O (stereo not given),0.2,1,-0.4,-2,-2,1,.,1,-3.0,-6,-1.1
O=C(O)/C=C/C(=O)NCc1ccccc1,-0.3,-8,2.8,6,-3,1,-1.7,10*,-0.8,7,-1.9
Cc1c(-c2ccccc2Cl)nc2ccccc2c1C(=O)O,-0.4,2,-0.5,-6,2,2,-1.4,0,0.0,-2,-1.1

# Random excerpt: 2 records from the list
SMILES,DAX1 inh-1,MBD2 inh,hcDAF-12 act,PLCb3 inh,SMARCA2 activ,NR1D1 modulator,DAX1 inh-2,PLC-gamma1 inh,hgDAF12 agonist,ADAM17 inh,ssDAF12 agonist
Cc1cccc(NC(=O)COc2cccc3c2CCN(Cc2ccccc2)C3=O)c1C,-0.4,-1,-2.4,2,0,5,-1.1,7,-0.8,-1,-1.5
CC(C)c1[nH]nc2c1C(c1ccccc1)N(Cc1ccccc1)C2=O (stereo not given),0.2,1,-0.4,-2,-2,1,.,1,-3.0,-6,-1.1

# Next part:
SMILES,DAX1 inh-1,MBD2 inh,hcDAF-12 act,PLCb3 inh,SMARCA2 activ,NR1D1 modulator,DAX1 inh-2,PLC-gamma1 inh,hgDAF12 agonist,ADAM17 inh,ssDAF12 agonist
O=C1N(S(=O)(=O)c2ccccc2F)C(=O)C2(CCCC2)N1S(=O)(=O)c1ccccc1F,-0.1,-2,-2.0,4,-1,-2,-1.8,2,-1.0,-1,-0.7
O=C(CSc1nnc(-c2ccccc2F)n1C1CCCCC1)Nc1cc(C(=O)O)ccc1Cl,0.5,-9,-0.3,-3,-1,8,0.4,1,-2.6,0,-1.2
CC(C)C(NC(=O)c1cccc(S(=O)(=O)N2CCOCC2)c1)C(=O)NCc1ccc(Cl)cc1 (stereo not given),-1.1,0,-1.6,-2,1,2,-0.7,-3,1.6,-1,-1.3
Cc1ccc(C)c(C(C)NC(=O)C2CCCC2)c1 (stereo not given),-0.1,5,1.7,-8,-1,0,0.6,-2,-0.4,-3,-1.1
COc1ccccc1OCCC(=O)Nc1ccc2c(c1)OCO2,1.6,7,-0.2,-5,-1,-1,-0.2,2,0.3,-4,-1.4
Cc1ccccc1-n1c(SCC(=O)NCc2cccs2)nc2ccccc2c1=O,-0.7,1,1.0,1,-2,-6,-1.2,-3,-4.6,0,-2.0
C=CCn1c(SCC(=O)N2CCC(C)CC2)nc2c([nH]c3ccccc32)c1=O,1.7,-3,4.7,-3,-3,-3,0.0,2,3.2,4,0.7
O=C(O)C1CC(=O)n2c(nc3ccccc32)S1 (stereo not given),0.0,-2,1.6,2,0,3,1.1,-1,-0.8,-7,-1.0
O=C(Cn1nnc(-c2ccc(F)cc2)n1)N1CCCCC1,0.2,0,0.5,-1,4,3,0.7,7,6.3,1,-1.3
O=C(NC(Cc1ccc(O)cc1)C(=O)O)c1ccc2c(c1)OCO2 (stereo not given),1.3,-2,0.1,0,-1,5,0.1,0,1.0,-4,-0.7
Cc1ccccc1CS(=O)(=O)CCC(=O)NCCCN1CCN(c2ccccc2F)CC1,-1.0,2,-1.4,1,-1,-2,-0.7,1,-1.4,-3,-0.9
CCN(CC)CCN(C(=O)Cn1nnc(-c2ccc(C)o2)n1)C(C(=O)NC(C)(C)C)c1cccs1 (stereo not given),0.3,-1,0.1,-5,-4,-1,0.1,1,1.8,-5,-0.9

# Printed as active in PLC-gamma1 inh (from the list above):
SMILES	DAX1 inh-1	MBD2 inh	hcDAF-12 act	PLCb3 inh	SMARCA2 activ	NR1D1 modulator	DAX1 inh-2	PLC-gamma1 inh	ADAM17 inh	ssDAF12 agonist
O=C(O)/C=C/C(=O)NCc1ccccc1	-0.3	-8	2.8	6	-3	1	-1.7	10*	7	-1.9

# Taken from above.
# For PLCb3 inh, O=C(CSc1nnc(-c2ccccc2F)n1C1CCCCC1)Nc1cc(C(=O)O)ccc1Cl reads -3
# For hcDAF-12 act, CC(C)C(NC(=O)c1cccc(S(=O)(=O)N2CCOCC2)c1)C(=O)NCc1ccc(Cl)cc1 (stereo not given) reads -1.6
# For ssDAF12 agonist, Cc1ccccc1-n1c(SCC(=O)NCc2cccs2)nc2ccccc2c1=O reads -2.0
# For DAX1 inh-2, COc1ccccc1OCCC(=O)Nc1ccc2c(c1)OCO2 reads -0.2

# Further structures.
SMILES,DAX1 inh-1,MBD2 inh,hcDAF-12 act,PLCb3 inh,SMARCA2 activ,NR1D1 modulator,DAX1 inh-2,PLC-gamma1 inh,hgDAF12 agonist,ADAM17 inh,ssDAF12 agonist
COCCCNC(=O)CSc1nc2ccccc2c(=O)n1Cc1ccc2c(c1)OCO2,-2.8,5,0.7,-2,1,-9,-0.3,-2,0.8,-5,-1.9
O=C1CCCC[C@@H](O)[C@H](O)C[C@H](c2ccccc2)O1,1.2,-2,1.5,-1,3,-2,.,-1,-3.2,-3,-1.0
O=C(Nc1cccs1)Nc1cccnc1Cl,0.2,1,-0.2,-10,-2,0,0.1,-4,3.4,-2,-1.4
O=C(CCCn1c(=O)c2ccccc2n(CC(=O)NCc2ccco2)c1=O)NCc1ccco1,-0.4,3,-0.6,-2,-2,1,0.4,-3,1.5,-4,-1.0
O=C(CN(CC1CCCO1)C(=O)CNS(=O)(=O)c1ccccc1)NCCc1ccccc1 (stereo not given),0.0,0,-1.3,-7,-1,4,-0.6,1,0.6,1,-0.7
CCO[C@H]1OC(C(N)=O)=C[C@@H](c2coc3ccccc3c2=O)[C@@H]1CCCO,0.5,1,-2.5,3,0,-2,0.2,2,0.5,-4,-0.8
C/C(=N\NC(N)=S)C1(C)CC2(CC(C)(C)OC2=O)C(=O)O1 (stereo not given),0.0,-1,0.7,-3,-4,4,.,-3,0.7,-3,-1.6
CC(=O)N1CCN(S(=O)(=O)c2ccc(C)cc2)C1c1ccc(N(C)C)cc1 (stereo not given),-0.3,1,-0.5,2,1,-6,-1.5,8,-1.3,-3,-0.9
Cn1c(N2CCN(C(=O)Nc3ccc(C(F)(F)F)cc3)CC2)nc2ccccc21,-1.1,-6,-3.9,3,-3,6,-2.6,3,-2.2,-4,-0.6
COc1ccccc1N(CC(=O)N1CCCC1)S(=O)(=O)c1cc([N+](=O)[O-])ccc1Cl,0.9,-3,-0.2,-3,-1,-1,0.6,0,-0.1,1,-1.1
CCOC(=O)c1c(NC(=O)OC)sc(C(=O)N(C)C)c1C,1.4,5,0.4,-13,3,1,-0.1,-9,0.9,-2,-1.0
O=S(=O)(/N=C(/Nc1ccccn1)c1ccccc1)c1ccccc1,1.1,1,-1.5,-18,-2,5,0.2,3,0.6,1,-1.4
Cc1ccc(-n2cc(C(=O)c3cc(Cl)ccc3O)cc(C#N)c2=O)cc1,-0.6,-3,0.0,-6,-3,-1,-1.6,-5,-2.2,-12,-1.4
O=C1C(C=NCCCn2ccnc2)=C(O)c2ccccc21,0.0,2,3.9,-37,-3,6,0.6,-36,2.5,-4,-1.1
CC1CCCCN1CC(=O)Nc1cc(S(=O)(=O)N2CCOCC2)ccc1N1CCCC1 (stereo not given),0.4,0,-1.5,-5,-2,-1,0.6,-2,-3.6,-6,-2.1
COC(=O)c1[nH]c2ccc(C)cc2c1NC(=O)Nc1ccccc1OC,-1.0,1,0.7,-21,1,-2,-0.9,-17,-3.5,-17,-0.8
CC(C)(C)NC(=O)Cn1nc(C(F)(F)F)c2c1CCCC2,-0.4,2,-1.6,3,-1,2,0.6,2,-0.4,-1,-0.8
NNC(=O)CCN(Cc1ccco1)S(=O)(=O)c1ccc(Cl)cc1,-0.6,-1,-1.2,-2,-4,0,2.7,4,-2.9,0,-0.7
C=CCc1ccc(OCC(O)CN2CCN(c3ccccc3OC)CC2)c(OC)c1 (stereo not given),-0.2,5,0.1,0,-2,4,-1.0,2,2.0,-4,-1.1
Cc1cc2cc(CNC(=O)COc3ccccc3)ccc2n1C,0.8,1,-2.7,-24,-2,0,1.4,-10,-1.6,-4,-0.4
C=CCOc1cccc(C(=O)N2CCCC(CCC(=O)NCc3ccccc3F)C2)c1 (stereo not given),-0.8,2,-0.8,-6,1,2,0.4,-1,2.0,-3,-2.4
O=C1CSC(=S)N1N=Cc1c[nH]c2ccc(Br)cc12,-0.4,-4,0.5,-9,0,7,1.8,-8,3.7,0,-0.1
Cc1cc(C)cc(NC(=O)CCn2c(=S)[nH]c3ccccc3c2=O)c1,-0.5,2,1.1,-9,-3,-6,0.0,0,1.6,-2,-0.7
Fc1ccc(-n2nnc(-c3cccnc3Cl)n2)cc1,3.1,1,7.2*,-3,4,-2,4.4*,-1,17*,-2,0.3
